Source: PubChem BioAssay
APOBEC3A inh – APOBEC3A ssDNA deaminase inhibitors, primary screen, selectivity assay for APOBEC3G inhibitor project, biochemical, FAM/TAMRA oligo cleavage fluorescence | DNA dC->dU-editing enzyme APOBEC-3A (Homo sapiens), P31941 | recombinant A3A, FAM/TAMRA ssDNA deamination fluorescence | 330,000 compounds, 0.41% hits | inhibition, % at 20 µM;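 active means at least 40% inhibition at 20 µM here, with at most 30% in a related deaminase screen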;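 further: plate controls were A3A with DMSO for no effect and wells lacking A3A enzyme for full effect; some results filed as inactive read as strong as hits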
Target sequence (P31941 whole entry, looked up): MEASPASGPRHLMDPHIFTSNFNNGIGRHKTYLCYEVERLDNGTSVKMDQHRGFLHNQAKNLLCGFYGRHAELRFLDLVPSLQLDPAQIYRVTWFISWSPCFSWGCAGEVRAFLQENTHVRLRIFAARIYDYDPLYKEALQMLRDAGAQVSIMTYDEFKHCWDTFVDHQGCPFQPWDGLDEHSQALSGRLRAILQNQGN
MIN6 prolif – inducers of MIN6 beta-cell proliferation, primary screen, ATP luminescence, uHTS; MIN6 cells proliferation, ATPlite luminescence, 48 h; cells starved in 0.2% serum; 100% = growth in 10% serum; proliferation, % at 10 µM; 330,000 compounds, 0.29% hits;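 active means compounds whose signal lies at least 3.5 SD above the mean of all wells on their plate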;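 further: 0% = DMSO-treated cells in low-serum medium and 100% = 10% serum control; some compounds called inactive have numbers as strong as hits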
MPTP block – mitochondrial permeability transition pore inhibitors, primary screen, biochemical, isolated mouse mitochondria, absorbance | Ca2+ swelling absorbance, 30 min | inhibition, % at 10 µM | 360,000 compounds, 1.4% hits | AID 602449, 2012;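 active means inhibition of 50% or more, scaled per plate between neutral and stimulator controls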;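 further: 0% = DMSO wells given calcium and 100% = 1 mM EGTA wells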
hIAP block – human IAP inhibitors, primary screen, biochemical, luminescence, uHTS; Intestinal-type alkaline phosphatase (Homo sapiens), P09923; purified IAP, CDP-Star luminescence, 30 min; inhibition, % at 10 µM; 330,000 compounds, 0.12% hits; AID 2544, 2010;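 active means inhibition reaching a set limit with compound at 10 µM in the primary screen, cut at about 35% in these data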;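 further: plate controls were DMSO wells with enzyme for no effect and no-enzyme buffer wells for full effect; values of inactives mirror those of a sister screen read the other way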
mIAP block – inhibitors of mouse IAP, primary screen, biochemical, luminescence, uHTS; inhibition, % at 10 µM; 330,000 compounds, 0.2% hits; purified mouse IAP, CDP-Star luminescence, 30 min; intestinal alkaline phosphatase [Mus musculus];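 active means inhibition of at least 40% at 10 µM in the primary screen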;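 further: plate controls were DMSO with enzyme for no effect and no enzyme wells for full effect; values of inactives mirror those of a sister screen read the other way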
hIAP act – human IAP activators, primary screen, biochemical, luminescence, uHTS; purified human IAP, CDP-Star luminescence, 30 min; hits give high values; 1 = vehicle-only enzyme, 0 = enzyme-free background; activation factor at 10 µM; 330,000 compounds, 0.16% hits; AID 2524, 2010;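 active means activation factor of the enzyme at least 2-fold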; further: the source names both 10 and 20 µM as test concentration; values of inactives mirror those of a sister screen read the other way
mIAP activ – activators of mouse IAP, primary screen, biochemical, luminescence, uHTS; intestinal alkaline phosphatase [Mus musculus]; muIAP, CDP-Star luminescence, 30 min; hits give high values; 1 = vehicle-only enzyme signal, 0 = enzyme-free wells; activation factor at 10 µM; 330,000 compounds, 0.24% hits;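 active means activation factor of at least 2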; further: the source names both 10 and 20 µM as test concentration; values of inactives mirror those of a sister screen read the other way
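Assay system: mouse IAP enzyme / Compound: DMSO-dissolved test compounds / Timing: 30 min, room temperature / Measured by: luminescence from enzymatic CDP-Star hydrolysis / Control set: DMSO-only wells, enzyme-free buffer wells as negative control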
ATG4B inhibitor – ATG4B protease inhibitors, primary screen, biochemical, fluorescence, uHTS; inhibition, % at 8.33 µM; ATG4B cleavage of LC3-PLA2, NBD-HPC fluorescence, 1 h; Cysteine protease ATG4B (Homo sapiens), Q9Y4P1; 340,000 compounds, 0.51% hits; in the data active means inhibition above about 40%
Target sequence (Q9Y4P1 whole entry, looked up): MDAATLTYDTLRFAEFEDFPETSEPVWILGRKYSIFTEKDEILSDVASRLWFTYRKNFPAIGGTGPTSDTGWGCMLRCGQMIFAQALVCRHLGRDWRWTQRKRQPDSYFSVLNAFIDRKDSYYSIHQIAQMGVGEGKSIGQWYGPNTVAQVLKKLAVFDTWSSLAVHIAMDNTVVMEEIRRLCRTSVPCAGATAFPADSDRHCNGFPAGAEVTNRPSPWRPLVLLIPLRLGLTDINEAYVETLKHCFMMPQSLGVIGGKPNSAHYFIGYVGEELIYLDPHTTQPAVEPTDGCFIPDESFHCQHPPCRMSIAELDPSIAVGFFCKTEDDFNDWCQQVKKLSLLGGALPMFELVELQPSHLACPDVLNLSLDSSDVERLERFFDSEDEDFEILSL
APOBEC3G inh – APOBEC3G DNA deaminase inhibitors, primary screen, biochemical, fluorescence, single-stranded DNA substrate, uHTS. DNA dC->dU-editing enzyme APOBEC-3G (Homo sapiens), Q9HC16. recombinant A3G, ssDNA deamination FAM/TAMRA fluorescence. inhibition, % at 20 µM. 330,000 compounds, 0.28% hits. AID 493012, 2011;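 active means inhibition of at least 40% at 20 µM, with no more than 30% in the related APOBEC3A deaminase screen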;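 further: plate controls were DMSO wells with A3G for no effect and wells lacking A3G enzyme for full effect; some compounds called inactive have numbers as strong as hits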
Target sequence (Q9HC16 whole entry, looked up): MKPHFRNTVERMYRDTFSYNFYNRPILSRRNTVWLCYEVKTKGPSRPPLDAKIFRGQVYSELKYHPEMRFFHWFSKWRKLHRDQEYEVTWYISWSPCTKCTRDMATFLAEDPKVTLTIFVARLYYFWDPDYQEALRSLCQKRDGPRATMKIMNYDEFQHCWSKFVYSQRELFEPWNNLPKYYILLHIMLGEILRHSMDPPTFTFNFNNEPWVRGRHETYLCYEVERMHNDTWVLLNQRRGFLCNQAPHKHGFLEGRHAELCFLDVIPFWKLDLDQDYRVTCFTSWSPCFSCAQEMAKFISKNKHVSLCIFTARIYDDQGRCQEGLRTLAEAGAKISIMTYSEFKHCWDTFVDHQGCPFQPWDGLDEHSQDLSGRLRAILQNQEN
Active calls of the source: *; . = no result given.

Value order: APOBEC3A inh	MIN6 prolif	MPTP block	hIAP block	mIAP block	hIAP act	mIAP activ	ATG4B inhibitor	APOBEC3G inh
- Cc1cc(C)c(CN2CCN(C(=O)Cn3ccc(N)nc3=O)CC2)c(C)c1
  -4	1	0.0	10	-8	0.9	1.1	2	-12
- COc1ccccc1NS(=O)(=O)c1cc(NC(=O)CCC2CCCC2)ccc1N1CCOCC1
  -4	-6	-2.5	5	-22	0.95	1.2	-8	-20
- O=C(CSc1ncccn1)c1ccccc1Br
  -2	2	1.2	-14	4	1.1	0.96	1	-5
- O=C(NCc1ccccc1)C(=O)NCC1CCCN1S(=O)(=O)c1cccs1 (centres undefined)
  1	-1	-0.4	-8	-3	1.1	1	-7	-4
- COc1ccc(C)cc1NC(=O)NNC(=O)C(C)Oc1ccc([N+](=O)[O-])cc1 (centres undefined)
  -3	-1	-0.2	-30	5	1.3	0.95	-4	-3
- COc1ccc(Cl)cc1C(=O)Nc1ccc(S(=O)(=O)N2CCCC2)cc1
  2	1	-0.3	13	-2	0.87	1	1	-2
- CCOC(=O)c1c(C)c(C)n(Cc2cccc(OC)c2OC)c1C
  -1	-4	2.5	-5	-8	1	1.1	-5	-3
- O=C1CSC(c2cccnc2)N1Cc1ccc(Cl)cc1Cl (centres undefined)
  -5	-3	-0.1	-4	10	1	0.9	3	-2
- Clc1cccc(-c2cc3nc4c(c(NCc5ccco5)n3n2)CCCC4)c1
  -1	-5	5.1	5	-1	0.95	1	1	-7
- COC(=O)C1CSC(C(=O)OC)N1C(=O)CN1CCN(c2ccc(OC)cc2)CC1 (centres undefined)
  1	-2	-0.7	7	-9	0.93	1.1	-1	-1
- CCn1c(/C=N/n2cnnc2)nc2ccccc21
  5	-4	1.2	-24	-5	1.2	1	4	0
- C[C@@]12C(=O)N(CC3CC3)CC(=O)N1[C@H](/C=C/c1ccccc1)[C@@H]1C(=O)N(c3ccccc3)C(=O)[C@@H]12
  1	-1	-1.1	0	2	1	0.98	-8	3
- CCOC(=O)c1ccc(NC(=O)CCc2ccc(C)o2)cc1
  -4	-2	-2.5	1	-3	0.99	1	3	-8
- Cn1c(SCC(=O)c2ccc(F)cc2)nc2cccnc21
  -1	2	4.2	14	8	0.85	0.92	-9	1
- CCCC(C)C(=O)Nc1ccc(Cl)cc1Cl (centres undefined)
  -1	1	1.3	-5	-2	1.1	1	0	-7
- COCCN(CC(=O)Nc1cccc(C)c1C)C(=O)Cn1c(=O)cnc2ccccc21
  0	-3	0.7	-7	8	1.1	0.92	-4	-2
- C=CCOc1ccc(/C=C/C(=O)OC(C)C(=O)Nc2ccc(NC(C)=O)cc2)cc1 (centres undefined)
  17	-3	-0.5	-2	7	1	0.93	-10	-6
- c1ccc(-c2cncn2-c2ccccc2)cc1
  2	-3	1.8	-3	-1	1	1	8	1
- Cc1cc(C)cc(N2CC(C(=O)OCC(=O)Nc3cc(C)on3)CC2=O)c1 (centres undefined)
  -1	-4	-0.3	2	1	0.97	0.99	-8	-7
- CCOC(=O)C1=C(C)NC(=O)CC1c1cc2c(cc1Br)OCO2 (centres undefined)
  -1	-1	3.3	-6	-3	1.1	1	0	-1

Some values from the results shown.
For MIN6 prolif, `COc1ccc(C)cc1NC(=O)NNC(=O)C(C)Oc1ccc([N+](=O)[O-])cc1` (centres undefined) reads -1
For APOBEC3G inh, `Clc1cccc(-c2cc3nc4c(c(NCc5ccco5)n3n2)CCCC4)c1` reads -7
For mIAP block, `c1ccc(-c2cncn2-c2ccccc2)cc1` reads -1

3 entries from above, ordered by the number in ATG4B inhibitor, falling:
SMILES,ATG4B inhibitor
CCOC(=O)c1ccc(NC(=O)CCc2ccc(C)o2)cc1,3
Clc1cccc(-c2cc3nc4c(c(NCc5ccco5)n3n2)CCCC4)c1,1
COc1ccccc1NS(=O)(=O)c1cc(NC(=O)CCC2CCCC2)ccc1N1CCOCC1,-8

(more compounds)
Value order: APOBEC3A inh	MIN6 prolif	MPTP block	hIAP block	mIAP block	hIAP act	mIAP activ	ATG4B inhibitor	APOBEC3G inh
- Cc1ccc2cc(C(c3nnnn3C3CCCC3)N(Cc3cccnc3)Cc3ccco3)c(=O)[nH]c2c1 (centres undefined)
  -6	0	-2.5	1	8	0.99	0.92	-4	-8
- CCC(Oc1ccccc1OC)C(=O)N1CC(=O)Nc2ccccc21 (centres undefined)
  -4	0	0.3	1	-4	0.99	1	5	2
- CC(=O)N/C(=C\c1ccccc1)C(=O)OC(C)C(=O)c1ccccc1 (centres undefined)
  -1	-4	-0.9	-9	4	1.1	0.96	6	-13
- CN(CC(=O)NC1CCCc2ccccc21)C1CCCCC1 (centres undefined)
  1	-2	0.2	-11	-9	1.1	1.1	-4	-5
- Nc1nc2n(n1)C(c1ccc(Cl)cc1)CC(c1ccc(F)cc1)N2 (centres undefined)
  -3	-4	-3.2	12	13	0.88	0.87	10	-6
- Cc1cc(NC(=O)CSc2nc(C(C)C)nc3c2c(=O)n(C)c(=O)n3C)no1
  -2	-2	-0.6	-2	-9	1	1.1	-4	-11
- O=C(O)/C(=C\c1ccccc1)c1ccccc1
  3	-2	1.2	-6	8	1.1	0.92	-6	0
- COc1ccccc1CNC(=O)[C@H](C)NC(=O)C1CCN(C(=O)[C@@H](N)CCSC)CC1
  -2	3	-0.2	9	0	0.91	1	-13	-7
- O=C(NC1(C(F)(F)F)C(=O)Nc2c1c(=O)[nH]c(=O)n2Cc1ccccc1)c1ccco1 (centres undefined)
  0	3	-0.2	20	-2	0.8	1	-8	-3
- Cc1cccc(C)c1NC(=O)Cn1nc(C)n2cccc2c1=O
  1	2	-1.0	-12	-8	1.1	1.1	-5	-1
- Cc1ccccc1C(=O)Nc1ccc(S(=O)(=O)N2CCN(C)CC2)cc1
  0	-5	-5.8	-18	7	1.2	0.93	-8	-5
- Fc1cccc(CSc2ccc(-c3ccc4c(c3)OCO4)nn2)c1
  -2	0	1.4	-2	3	1	0.97	12	-7
- C/C(N)=C(/C#N)C(=O)COc1ccc(Cl)cc1Cl
  4	-3	1.0	-6	7	1.1	0.93	4	-3
- Cc1cccc(CN2CCN(CCCc3ccccc3)CC2)c1
  -2	1	.	19	2	0.81	0.98	.	-6
- COC(=O)c1cc2occc2n1Cc1nc(-c2ccccc2C)oc1C
  -5	1	3.0	12	-5	0.88	1	-10	-12
- CC(C)CC(NC(N)=O)C(=O)NCCc1ccc(Cl)cc1Cl (centres undefined)
  -1	1	-0.4	-3	-2	1	1	-12	-5
- COc1ccc(OC2C(=O)N(c3ccc(F)cc3)C2c2ccc(OC)c(OC)c2)cc1 (centres undefined)
  -2	-3	0.1	4	3	0.96	0.97	-3	-4
- COc1ccc(S(=O)(=O)Cc2ccc(C(=O)NCc3cccnc3)o2)cc1
  2	-2	0.6	0	1	1	0.99	5	-6
- CC(C)(C)c1ccc(OCc2cnc(Cl)s2)cc1
  -1	0	1.6	12	3	0.88	0.97	8	-7
- O=C1N=C(N2CCOCC2)S/C1=C/c1ccc(-c2ccccc2Cl)o1
  7	-1	5.3	-1	8	1	0.92	-1	6

Whole records, quoted from the list. Screens in order: APOBEC3A inh | MIN6 prolif | MPTP block | hIAP block | mIAP block | hIAP act | mIAP activ | ATG4B inhibitor | APOBEC3G inh
Shown for CCOC(=O)c1c(C)c(C)n(Cc2cccc(OC)c2OC)c1C = -1 | -4 | 2.5 | -5 | -8 | 1 | 1.1 | -5 | -3
Shown for C=CCOc1ccc(/C=C/C(=O)OC(C)C(=O)Nc2ccc(NC(C)=O)cc2)cc1 (centres undefined) = 17 | -3 | -0.5 | -2 | 7 | 1 | 0.93 | -10 | -6
Shown for CC(=O)N/C(=C\c1ccccc1)C(=O)OC(C)C(=O)c1ccccc1 (centres undefined) = -1 | -4 | -0.9 | -9 | 4 | 1.1 | 0.96 | 6 | -13
Shown for COC(=O)C1CSC(C(=O)OC)N1C(=O)CN1CCN(c2ccc(OC)cc2)CC1 (centres undefined) = 1 | -2 | -0.7 | 7 | -9 | 0.93 | 1.1 | -1 | -1
Shown for Cc1ccc2cc(C(c3nnnn3C3CCCC3)N(Cc3cccnc3)Cc3ccco3)c(=O)[nH]c2c1 (centres undefined) = -6 | 0 | -2.5 | 1 | 8 | 0.99 | 0.92 | -4 | -8

Additional structures:
Value order: APOBEC3A inh	MIN6 prolif	MPTP block	hIAP block	mIAP block	hIAP act	mIAP activ	ATG4B inhibitor	APOBEC3G inh
- C=CCOc1ccccc1CNc1ccc2[nH]c(=O)[nH]c2c1
  -4	-3	3.2	6	8	0.94	0.92	5	-4
- O=S(=O)(c1cccc(S(=O)(=O)N2CCCC2)c1)N1CCCCC1
  -5	1	-1.9	1	9	0.99	0.91	-5	-8
- C/C(CC(=O)Nc1ccccn1)=N\NC(=O)C(=O)Nc1cccc(C)c1
  -4	-1	0.2	-14	6	1.1	0.94	-3	-9
- COc1ccc(C(=O)NNC(=O)CCc2ccccc2OC)cc1
  0	-3	0.0	-33	-8	1.3	1.1	-4	-2
- COc1cccc(CNC(=O)c2ccc3c(c2)S(=O)(=O)N=C2CCCCCN23)c1
  3	2	0.0	-1	-6	1	1.1	1	6
- CC(NC(=O)COC(=O)C1CSC2(C)CCC(=O)N12)C12CC3CC(CC(C3)C1)C2 (centres undefined)
  -8	0	-2.4	-22	-5	1.2	1	-4	-6
- COc1ccc(/C=N/N=C2\SC(CC(=O)O)C(=O)N2c2ccccc2)c(OC)c1 (centres undefined)
  -3	0	-10	16	-1	0.84	1	-8	-5
- [O-]/C(=C(\C(=S)Nc1ccc(SC(F)F)cc1)[n+]1cccc(CO)c1)c1ccc(Cl)s1
  -2	-6	101*	-6	10	1.1	0.9	-12	-6
- O=C(O)C(=O)Cc1c[nH]c2ccccc12
  -8	-1	-0.7	-14	-4	1.1	1	-27	-8
- O=C(Nc1nnc(CSCc2ccc(F)cc2)s1)c1cccc([N+](=O)[O-])c1
  -8	-2	14	-19	4	1.2	0.96	9	-9
- CC(=O)N1CCN(C(=O)c2cccc(S(=O)(=O)N3c4ccccc4CC3C)c2)CC1 (centres undefined)
  -1	-3	0.7	-10	-6	1.1	1.1	1	-8
- Oc1ccc(-c2nnc(-c3ccc(O)cc3)nn2)cc1
  -2	-5	7.3	16	-6	0.84	1.1	-1	-5
- CC(=O)N(C(C)=O)c1c(N2CCCC2)c2ccccc2oc1=O
  -2	-2	0.2	13	10	0.87	0.9	-4	-7
- COc1ccccc1NC(=O)CCSCCC(=O)Nc1ccccc1OC
  -3	1	0.1	7	10	0.93	0.9	-13	-5
- O=C(Cc1ccc(Cl)cc1)NC(=S)Nc1ccccc1O
  -8	-3	0.6	10	21	0.9	0.79	-2	-7
- Cc1c(OCC(=O)N2CCC(C(N)=O)CC2)ccc2c1oc(=O)c1ccccc12
  -3	2	0.1	-3	-5	1	1	-25	-4
